Compound activity as filed in PubChem.
mcGAS MS inh – inhibitors of mouse cGAS. Q8C6L5. recombinant mouse cGAS, cGAMP by RapidFire MS. inhibition, % at 12.5 µM. actives 0.18% (n = 130,000). AID 1259397;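 active = inhibition of cGAS enzyme activity at or above 60%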;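 also: enzyme stimulated by 45 bp dsDNA with ATP and GTP substrates; cGAMP share of summed cGAMP plus half ATP and half GTP signals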
Target sequence (Q8C6L5 whole entry, looked up): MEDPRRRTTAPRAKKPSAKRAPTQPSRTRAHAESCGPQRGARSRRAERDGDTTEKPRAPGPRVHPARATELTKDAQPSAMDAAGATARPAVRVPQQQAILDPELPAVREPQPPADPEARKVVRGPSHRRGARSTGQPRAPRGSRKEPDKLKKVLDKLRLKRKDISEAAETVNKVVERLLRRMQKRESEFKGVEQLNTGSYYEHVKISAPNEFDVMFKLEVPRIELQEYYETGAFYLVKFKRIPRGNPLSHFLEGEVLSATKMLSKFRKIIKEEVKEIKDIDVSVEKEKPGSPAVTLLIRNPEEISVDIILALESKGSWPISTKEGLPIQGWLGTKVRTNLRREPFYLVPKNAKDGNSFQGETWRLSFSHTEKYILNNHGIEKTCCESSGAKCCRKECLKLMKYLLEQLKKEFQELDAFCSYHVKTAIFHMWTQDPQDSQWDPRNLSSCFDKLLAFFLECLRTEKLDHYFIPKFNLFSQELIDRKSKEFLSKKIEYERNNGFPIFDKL
Numbers without * were called inactive; & = joins results of further samples. Only part of the results is shown; rates above refer to the full screens.

SMILES	mcGAS MS inh
C=CCn1c(SCc2cn3ccsc3n2)nc2sc3c(c2c1=O)CCC(C)C3 (stereo not given)	-16
COc1ccccc1OC1CN(Cc2cnc(N)nc2)C1	-16
Cc1cc2c(N=NC(=O)c3ccccc3C)c(O)[nH]c2cc1Br	-6
CNC(=S)NCCSCc1cnc[nH]1	-17
CC1CCCN(c2nc3c(c(=O)[nH]c(=O)n3C)n2CCCSc2nc3ccccc3o2)C1 (stereo not given)	-9
CCOC(=O)Cc1csc(NC(=O)c2csc(-c3cc4ccccc4[nH]3)n2)n1	-1
O=C(CC1CCCCC1)Nc1c2c(nn1-c1ccc([N+](=O)[O-])cc1)CS(=O)(=O)C2	-8
Cn1ncc2c(N3CCN(CC(=O)Nc4ccc(Cl)cc4F)CC3)ncnc21	-13
CCCC(CCO)CNC(=O)c1nn(-c2ccc(F)c(F)c2)c2c1CCC2 (stereo not given)	-21
Cc1c(C2CC2)nc2ccc(Br)cc2c1C(=O)NCC#N	3
O=P1(NCCCO)C=C(c2ccccc2)SC(c2ccccc2)=C1	-4
Cc1ccc2c(CC(=O)Nc3ccc(F)c(Cl)c3)cc(=O)oc2c1	-5
c1ccc2c(c1)nc(NCCc1c[nH]c3ccccc13)c1nnnn12	-7
N#CC(C=Nc1ccc(S(=O)(=O)NC(N)=O)cc1)c1nc(-c2cccs2)cs1 (stereo not given)	20
Cc1sc2nc3c(C(=O)N4CCCC4)cc(C(=O)c4ccccc4O)cn3c(=O)c2c1C	1
CC(C)c1csc(C(=O)N2CCn3cncc3C2)n1	-11
O=C(O)C1CCN(C(=O)C2c3ccccc3Oc3ccccc32)CC1	10
CCOc1ccc(C(=O)Nc2c(C)nc3c(C)cccn3c2=O)cc1	11
Cc1nnsc1CN(C)Cc1cn[nH]c1C1CCCCC1	-9
CCOc1ccc(S(=O)(=O)N(CC)CC)cc1NC(=O)c1ccc(C)cc1C	1

For reference, 5 of the compounds above.
SMILES	mcGAS MS inh
Cn1ncc2c(N3CCN(CC(=O)Nc4ccc(Cl)cc4F)CC3)ncnc21	-13
CCCC(CCO)CNC(=O)c1nn(-c2ccc(F)c(F)c2)c2c1CCC2 (stereo not given)	-21
Cc1c(C2CC2)nc2ccc(Br)cc2c1C(=O)NCC#N	3
O=P1(NCCCO)C=C(c2ccccc2)SC(c2ccccc2)=C1	-4
Cc1ccc2c(CC(=O)Nc3ccc(F)c(Cl)c3)cc(=O)oc2c1	-5

Taken from above.
`C=CCn1c(SCc2cn3ccsc3n2)nc2sc3c(c2c1=O)CCC(C)C3` (stereo not given) in mcGAS MS inh shows -16
`N#CC(C=Nc1ccc(S(=O)(=O)NC(N)=O)cc1)c1nc(-c2cccs2)cs1` (stereo not given) in mcGAS MS inh shows 20
`CCOc1ccc(S(=O)(=O)N(CC)CC)cc1NC(=O)c1ccc(C)cc1C` in mcGAS MS inh shows 1
`CNC(=S)NCCSCc1cnc[nH]1` in mcGAS MS inh shows -17
`O=P1(NCCCO)C=C(c2ccccc2)SC(c2ccccc2)=C1` in mcGAS MS inh shows -4

Back to the main list, starting 5 compounds before the break.
SMILES	mcGAS MS inh
CC(C)c1csc(C(=O)N2CCn3cncc3C2)n1	-11
O=C(O)C1CCN(C(=O)C2c3ccccc3Oc3ccccc32)CC1	10
CCOc1ccc(C(=O)Nc2c(C)nc3c(C)cccn3c2=O)cc1	11
Cc1nnsc1CN(C)Cc1cn[nH]c1C1CCCCC1	-9
CCOc1ccc(S(=O)(=O)N(CC)CC)cc1NC(=O)c1ccc(C)cc1C	1
Cc1nc(N(C)C2CCCCC2)ncc1C(C)NCc1cnc(N(C)C)s1 (stereo not given)	3
O=S(=O)(Nc1ccc2cccc(Br)c2n1)c1ccc(F)c(F)c1	9
COc1ccc(OCCNc2ccccc2-c2nn[nH]n2)cc1	-7
CC1Sc2ccccc2N(Cc2ccccc2C#N)C1=O (stereo not given)	54
Cc1cc(C)cc(N2C(=O)CSC2c2ccc(Cl)cc2)c1 (stereo not given)	-14
Cc1ccc(C(O)c2ncc(-c3ccc4ccccc4c3)[nH]2)cc1F (stereo not given)	-3
Cc1c(C(=O)NCc2ccc([N+](=O)[O-])cc2)sc(=O)n1Cc1ccc(C(F)(F)F)o1	-1
O=C1NCCN1c1cccc(Nc2ncnc3cc(F)c(F)cc23)c1	-5
CS(=O)(=O)NC1CCN(CC2(O)CCCN(CCc3ccccc3)C2=O)CC1 (stereo not given)	-15
CC(C)CCN(CCC(C)C)C(CO)(CO)CO	0
Cn1cnc(S(=O)(=O)NCC2CCCCCCC2)c1Cl	-30
CCC1CN(Cc2cc3c(cc2O)OCO3)CCO1 (stereo not given)	-2
CCC(C(=O)N1CCC(NC(=O)N2CCC(C(N)=O)C2)CC1)c1ccccc1 (stereo not given)	-1
CC(=O)Nc1sc(C)c(C)c1C(=O)OCc1cc(=O)n2ccsc2n1	-2
Cc1ccc(NC(=O)c2c(-c3ccccc3)noc2C)cc1Cl	-3
O=C(CCN1CCCCO1)NCC(c1ccccc1)C1CCCC1 (stereo not given)	-12
CN(Cc1ccc(C(=O)Nc2nn(C)c3ccccc23)cc1)Cc1ccno1	-16
CCN(Cc1nc2ccccc2c(=O)[nH]1)C(=O)COc1cccc(C)c1C	6
CSc1nc2nc(C)c(CCC(=O)Nc3nccs3)c(C)n2n1	-3
Cc1ccc(S(=O)(=O)N2CCC(C(=O)N3CCCC3c3ccccc3)CC2)cc1C (stereo not given)	7
CCS(=O)(=O)c1ccc(S(=O)(=O)NC2(c3ccc(F)cc3)CCC2)cc1	-6
CCc1[nH]nc2c1C1(CCOCC1)C(C#N)C(=N)O2 (stereo not given)	-24
O=C1c2cccc(O)c2CCN1Cc1ccccc1	-5
Cc1ccc(CNC(=O)c2cc(=O)[nH]c3cc(F)ccc23)n1C	-8
Cc1ccc(-n2nc(C(=O)O)c(=O)n(Cc3ccccc3Cl)c2=O)cc1Cl	-16
O=C1CCC(c2ccc3c(c2)OCCO3)=NN1Cc1cccnc1	-13
Cc1cnc(NCCCc2ccncc2)nc1N(C)C	-10
Cc1nnc(N2CCCC2C(=O)N2CCSCC2)s1 (stereo not given)	-17
S=C(Nc1ccccc1)N1CCn2cccc2C1c1ccncc1 (stereo not given)	-3
Cc1sc(NC(=O)c2ccc3c(c2)CC(C)N3S(C)(=O)=O)nc1-c1ccccc1 (stereo not given)	0
Clc1ccc(C2=Nc3nnnn3C(c3cccc4ccccc34)C2)cc1 (stereo not given)	0
CC1(C(=O)NS(=O)(=O)c2ccc(C#N)cc2)CCN1C(=O)Cc1ccsc1 (stereo not given)	-6
COc1ccc(-c2nc(C)c(-c3ccc(SCC(=O)N4CCCCCC4)nn3)s2)cc1	-26
COc1cc(Nc2ncnc(N)c2[N+](=O)[O-])cc(OC)c1OC	5
COc1ccccc1CC(=O)NCc1cccc(C(N)=O)c1	9
Cn1/c(=N\N=C2/C(=O)Nc3ccc(F)cc32)sc2ccccc21	-2
O=C1OC(/C=C/c2cccc(Cl)c2Cl)=NC/1=C\c1ccc([N+](=O)[O-])cc1	71*
Cc1cccc(NC(=O)CN2CCN(c3cccc(Cl)c3)C2=O)n1	-6
Cc1sc(CCN2CCCC2=O)nc1-c1ccc(NS(C)(=O)=O)cc1	-9
CCOC(=O)C1(C)CCCCN1C(=O)c1ccncc1 (stereo not given)	-11
CC(C)(C)n1nc2c(c1NC(=O)C1CCCCC1)CS(=O)(=O)C2	-6
COc1ccc(S(=O)(=O)NCC2CCCN(C(=O)CCc3cnn(C)c3)C2)cc1 (stereo not given)	-3
COc1ccc(NC(=O)CN(C)C(=O)CCCOc2ccccc2)cc1	-22
CC(C)c1cc(C(=O)NCc2noc(-c3c(F)cccc3F)n2)no1	-7
O=C1CC(C(=O)Nc2ccccc2F)C2=C(CCCC2=O)N1 (stereo not given)	2
CN(C)Cc1ccc(C2CCCN2CC2CCC(N)CC2)cc1 (stereo not given)	11
COc1ccc(OC)c2c1CN(C(=O)Nc1ccccc1)CC2O (stereo not given)	-26
CC(=O)c1ccc(S(=O)(=O)N2CCC(C(=O)NC3CCC4CCCCC4C3)CC2)cc1 (stereo not given)	2
Oc1ccc(C2=NN=CC2Oc2ccccc2)c(O)c1O (stereo not given)	6
CS(=O)(=O)NC1=NCN(CCC2=CCCCC2)CN1	-6
FC(F)n1nnn(-c2ccccc2)c1=S	-7
CCc1nc(C)c(C(=O)N2CCC3(CCCN(Cc4cccc(OC)c4)C3)C2)o1 (stereo not given)	4
CCCS(=O)(=O)N1CCCC(C(=O)Nc2ccccc2-n2ncc3c(=O)[nH]cnc32)C1 (stereo not given)	-5
Cc1cc(CSc2nnc(-c3ccc4c(c3)OCO4)o2)no1	-6
Cn1ncc2c1C1(C)CCC2C1(C)C (stereo not given)	-8
CCc1cc(CN(C)C(=O)c2nc3ccccc3[nH]c2=O)on1	-23
CCS(=O)(=O)N1CCCC(c2nc3c4sc5nc(C(F)F)cc(C)c5c4ncn3n2)C1 (stereo not given)	-2
CC(=O)OCC(CCn1cnc2cnc(N)nc21)COC(C)=O	-13&2
Cc1oc(C)c(C(=O)NC2CCN(C(C)C)CC2)c1C	-10
CC(=O)N1CCCn2nc(C(=O)N3CCC(N)C3)cc2C1 (stereo not given)	-6
Additional records follow.
SMILES	mcGAS MS inh
O=C(CCOc1ccc(Cl)cc1)N1CCOC(COc2ccc(F)cc2)C1 (stereo not given)	-4
COc1cccc(OCCN2CCN(c3ncnc4c3cnn4-c3ccccc3)CC2)c1	0
Cc1nc2n(n1)CCN(C(=O)C(CC(C)C)NC(=O)c1ccccc1C)C2 (stereo not given)	1
O=C(CSc1nc2ccccc2o1)Nc1ccc(Cl)cc1Cl	-3
CN1N=C(C(=O)N2CCCC(CNC(=O)c3ccc(-c4ccccc4)cc3)C2)CCC1=O (stereo not given)	-4
O=C(CN=C1NS(=O)(=O)c2ccccc21)NC1CCCCCC1	-1
CCCCCC(=O)Nc1sc2c(c1C(=O)O)CCC2	0
CCCOC(=O)C1C2C=CC3(CN(CCCOC)C(=O)C13)O2 (stereo not given)	8
COC(=O)NCCC(=O)N(c1ccccc1)C1Cc2ccccc2C1	-1
COc1ccc(C(CN(C)C)NC(=O)C2CC(=O)N(C)C2)cc1OC (stereo not given)	-14
Cc1sc2ncn(N=CN(C)C)c(=O)c2c1C	-29
CC[C@@]1(C(=O)OC)C[C@H](C(=O)NCc2ccon2)[C@H](c2ccc(OC)cc2)N1C	5
O=C(CC1CSc2nc3c(c(=O)n21)CCCC3)NCc1ccc2c(c1)OCO2 (stereo not given)	-3
CC(C)CN(CC(C)C)C(=O)CN1C(=O)NC2(CCC(C)CC2)C1=O (stereo not given)	-12
CC(NC(=O)C=Cc1cccs1)C1CC2CCC1C2 (stereo not given)	4
O=C(NCc1cccc(F)c1)C(C1CCCC1)N1CCN(C(=O)c2ccc(C(F)(F)F)cc2)CC1 (stereo not given)	-1
Cn1cnnc1Sc1ccc(-c2nccn2-c2ccc3c(c2)COC3)o1	-30
COc1ccc2cc(COC(=O)C3CC(=O)N(C4CC4)C3)ccc2c1 (stereo not given)	-1
CN(Cc1cc(-c2cccnc2)no1)C(=O)[C@@H]1C[C@H]1c1ccccc1	-19
O=C(Nc1ccc(SCc2ccc(F)cc2)nn1)c1cccs1	-1
CSc1ccc(C)cc1S(=O)(=O)O	13
Cc1nn(C)c(Cl)c1S(=O)(=O)NC12CC3CC(CC(C3)C1)C2	-10
Cc1noc(C)c1CN(C)C(=O)C1CNCCO1 (stereo not given)	-18
O=C(c1cccs1)N1CCCC(N2CCN(c3cccc(C(F)(F)F)c3)CC2)C1 (stereo not given)	-1
CC(C)c1cc(=O)n2c(n1)SCC2CC(=O)O (stereo not given)	-4
Cc1ccc(C)c2sc(N3CCN(C(=O)C4CCN(S(C)(=O)=O)CC4)CC3)nc12	7
COC(=O)c1ccc(NC(=O)c2cc(=O)c(OCc3ccccc3)c[nH]2)cc1	-3
Cc1nonc1CN(C)C(=O)c1coc(COc2cccc(C(F)(F)F)c2)n1	2
CSc1nc(Sc2nnc(C)s2)cc(Sc2nnc(C)s2)n1	-7
Cc1ccccc1C(OCC(O)CN1C(=O)C2CCCCC2C1=O)c1ccccc1 (stereo not given)	-5
Cc1ccc(C(CC(=O)NCCc2ccccn2)c2ccccc2)cc1 (stereo not given)	-7
Cc1nc(CCC(=O)NC(CN2CCCC2)C(C)(C)C)n[nH]1 (stereo not given)	8
CC(C)Cn1c(N2CCN(CCCc3ccccc3)CC2)nc2c1c(=O)[nH]c(=O)n2C	-1
O=C(NCc1csc(C2CC2)n1)C1CC1c1cccc(F)c1 (stereo not given)	-10
C=CCn1cc(CN(Cc2sccc2C)C2CC2)c(C)n1	-16
Cc1cc(Sc2cc(C)nc3nc(C)nn23)n2nc(C)nc2n1	-8
COC(=O)/C=C/CN1C(=O)c2ccccc2C1=O	-5
N#CC1(NC(=O)CN(Cc2ccccc2O)C2CCCC2)CCCC1	0
CCOc1coc(C(=O)Nc2ccc(C)cc2)cc1=O	-10
O=C(Nc1cccc(-c2ccco2)c1)C1CCN(C(=O)C2=CCCCC2)CC1	-2
CCc1cccc2c(C(CC(=O)O)c3cccc(Oc4ccccc4)c3)cn(CC)c12 (stereo not given)	-3
COC(=O)C(C)(C)NS(=O)(=O)c1ccc(Cl)cc1C	-4
CCCCSc1nc2c(c(=O)[nH]c(=O)n2C)n1CCC(C)C	-2
N#CCSc1nnnn1-c1ccccc1	-17
c1ccc(-c2nn3c(CN4CCOCC4)nnc3c3ccccc23)cc1	-14
Cc1ccccc1SCC(=O)N1[C@@H]2CC[C@H]1CNC(=O)C2	-4
N#CCC1=NNC2(O1)C(=O)Nc1ccccc12 (stereo not given)	-12

Given with the structure last: part of the list above.
| mcGAS MS inh | SMILES |
| --- | --- |
| -12 | N#CCC1=NNC2(O1)C(=O)Nc1ccccc12 (stereo not given) |
| -4 | COC(=O)C(C)(C)NS(=O)(=O)c1ccc(Cl)cc1C |
